Bioassay records as filed in PubChem BioAssay.
PHOSPHO1 inh = PubChem AID 1565 | Phosphoethanolamine/phosphocholine phosphatase (Homo sapiens), Q8TCT1 | recombinant PHOSPHO1, absorbance phosphatase assay | inhibition, % at 13.3 µM | hit rate 1.1% among 290,000; in the data active means inhibition above about 60%
GPR7 antag = GPR7 receptor antagonists, primary screen, cell-based, fluorescence, single concentration | inhibition, % at 4.4 µM | hit rate 1.1% among 290,000 | Neuropeptides B/W receptor type 1 (Homo sapiens), P48145 | GPR7-expressing cells, fluorescence antagonist assay; in the data active means inhibition above about 16%, passing the limit was not always enough;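 further: cells stimulated with the agonist NPW; 0% = agonist with vehicle and 100% = vehicle without agonist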
IDE cell activ = human IDE activators in live cells, primary screen, fluorescence polarization, HEK cells, FAbeta-B substrate | Insulin-degrading enzyme (Homo sapiens), P14735 | FAbeta-B cleavage; 0% vehicle, 100% cell-free pure enzyme wells | activation, % at 5.96 µM | hit rate 0.073% among 340,000;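 active means activation above the mean of all tested compounds plus 3 SD, set per screening campaign, cut at about 17% in these data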
NALP1 yeast inh = NALP1 inflammasome inhibitors in reconstituted yeast, colorimetric, S. cerevisiae, triplicate retest; hit rate 0.61% among 280,000; AID 2071, 2009; S. cerevisiae NALP1/ASC/caspase-1 growth, X-gal OD620, 72 h; inhibition, % at 10 µM; in the data active means inhibition mostly above about 24%, no sharp cut-off; inactive means mostly below about 32%; further: some compounds called inactive have numbers as strong as hits
VIM-2 inh = VIM-2 metallo-beta-lactamase inhibitors, primary screen, biochemical, epi-absorbance readout, Pseudomonas aeruginosa enzyme. purified VIM-2, nitrocefin hydrolysis, epi-absorbance fluorescence. inhibition, % at 5.6 µM. hit rate 0.89% among 290,000. AID 1527, 2009;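 active means inhibition above the mean of all tested compounds plus 3 SD, cutoff set per screening run, cut at about 7.5% in these data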;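 further: red hydrolysis product quenches plate fluorescence so inhibitors raise well fluorescence; 0% = enzyme with DMSO and 100% = DMSO without enzyme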
IDE cell inh = human IDE inhibitors in live cells, primary screen, fluorescence polarization, HEK cells, FAbetaB substrate; inhibition, % at 5.59 µM; FAbetaB cleavage; Insulin-degrading enzyme (Homo sapiens), P14735; hit rate 0.41% among 320,000;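 active means percent inhibition above the average of all tested compounds plus 3 SD, set per screening campaign, cut at about 16% in these data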;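 further: IDE supplied by intact live HEK cells; FP after avidin binding of uncleaved biotin substrate so inhibition keeps polarization high; 0% = DMSO wells and 100% = 60 µM reference IDE inhibitor Ii1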
p-CIP stab down = p/CIP-EGFP fusion destabilizers, primary screen, fluorescence, F442A cells. Q05BA5. 16 h. decrease of EGFP signal, % at 10 µM. hit rate 0.01% among 290,000;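 active means EGFP signal decrease of at least 30% at 10 µM or well 3 SD below plate mean, unless failing retest; inactive means the rest, including hits failing retest or dose response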; further: some compounds called inactive have numbers as strong as hits; many of its hits are not listed in these tables
Target sequence (Q05BA5 1-1403): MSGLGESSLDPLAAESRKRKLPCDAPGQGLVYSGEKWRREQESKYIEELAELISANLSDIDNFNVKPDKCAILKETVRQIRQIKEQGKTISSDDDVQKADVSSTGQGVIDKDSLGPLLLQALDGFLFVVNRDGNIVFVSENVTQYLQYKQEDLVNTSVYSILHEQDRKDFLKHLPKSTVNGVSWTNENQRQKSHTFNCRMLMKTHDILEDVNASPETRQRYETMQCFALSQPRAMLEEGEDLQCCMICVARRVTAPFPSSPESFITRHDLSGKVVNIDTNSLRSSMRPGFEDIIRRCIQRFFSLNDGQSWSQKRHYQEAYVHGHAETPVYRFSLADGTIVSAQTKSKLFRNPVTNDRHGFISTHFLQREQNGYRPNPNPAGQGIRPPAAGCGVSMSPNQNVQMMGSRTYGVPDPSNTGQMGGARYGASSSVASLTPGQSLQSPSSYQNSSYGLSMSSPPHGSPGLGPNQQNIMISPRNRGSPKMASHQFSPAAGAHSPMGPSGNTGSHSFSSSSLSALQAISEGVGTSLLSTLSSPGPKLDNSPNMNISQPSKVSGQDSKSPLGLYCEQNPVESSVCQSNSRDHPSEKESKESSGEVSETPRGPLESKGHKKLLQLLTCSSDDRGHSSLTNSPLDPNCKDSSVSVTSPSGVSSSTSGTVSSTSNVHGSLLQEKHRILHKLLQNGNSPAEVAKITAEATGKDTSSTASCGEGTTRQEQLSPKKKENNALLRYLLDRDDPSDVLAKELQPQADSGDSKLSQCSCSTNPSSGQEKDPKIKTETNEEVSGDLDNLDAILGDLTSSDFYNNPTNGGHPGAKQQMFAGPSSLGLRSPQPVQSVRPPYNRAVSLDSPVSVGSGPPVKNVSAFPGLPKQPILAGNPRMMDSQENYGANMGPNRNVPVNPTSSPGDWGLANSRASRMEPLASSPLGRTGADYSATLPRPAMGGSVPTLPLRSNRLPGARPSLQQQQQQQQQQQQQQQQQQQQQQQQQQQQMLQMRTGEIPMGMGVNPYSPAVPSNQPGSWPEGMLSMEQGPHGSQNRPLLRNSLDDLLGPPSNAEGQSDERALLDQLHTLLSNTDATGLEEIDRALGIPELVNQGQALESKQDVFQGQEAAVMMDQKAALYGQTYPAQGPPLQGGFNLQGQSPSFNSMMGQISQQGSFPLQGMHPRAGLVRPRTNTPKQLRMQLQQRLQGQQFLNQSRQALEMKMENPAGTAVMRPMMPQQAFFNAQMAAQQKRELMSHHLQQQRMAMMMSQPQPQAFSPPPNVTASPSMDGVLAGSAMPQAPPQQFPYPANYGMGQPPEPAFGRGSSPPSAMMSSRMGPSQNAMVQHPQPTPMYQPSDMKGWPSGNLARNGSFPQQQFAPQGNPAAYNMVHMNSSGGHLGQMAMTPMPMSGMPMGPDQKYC
IMP-1 inhibitor = IMP-1 metallo-beta-lactamase inhibitors, primary screen, biochemical, epi-absorbance readout, Pseudomonas aeruginosa enzyme. inhibition, % at 5.6 µM. purified IMP-1, nitrocefin hydrolysis, epi-absorbance fluorescence. metallo-beta-lactamase IMP-1 (Pseudomonas aeruginosa). hit rate 0.45% among 290,000;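 active means inhibition above the mean plus 3 SD of all compounds in the same screening run, cut at about 4.5% in these data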;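 further: 0% = IMP-1 with DMSO and 100% = DMSO wells lacking enzyme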
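assay system = purified recombinant IMP-1 metallo-beta-lactamase enzyme | schedule = 15 min preincubation plus 25 min reaction at 25 °C | signal = Epi-absorbance fluorescence, 480 nm excitation, 530 nm emission | read-out basis = percent inhibition from optical density relative to buffer-blank wells | controls = IMP-1 with DMSO as 0%, enzyme-free DMSO as 100%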
PfM18AAP inh = PfM18AAP inhibitors, malaria aminopeptidase, primary screen, biochemical, QFRET, recombinant enzyme; M18 aspartyl aminopeptidase (Plasmodium falciparum 3D7); H-Glu-NHMec fluorogenic cleavage; inhibition, % at 7.35 µM; hit rate 1.2% among 290,000; AID 1822, 2009;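 active means inhibition above the campaign mean inhibition over all tested compounds plus 3 SD, cut at about 28% in these data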;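 further: 0% = plate median of test compound wells and 100% = 2 mM ZnCl2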
The depositor's hits bear a star; · = no result given.

SMILES	PHOSPHO1 inh	GPR7 antag	IDE cell activ	NALP1 yeast inh	VIM-2 inh	IDE cell inh	p-CIP stab down	IMP-1 inhibitor	PfM18AAP inh
COc1ccc(S(=O)(=O)N2CCC(O)(c3ccc4c(c3)OCO4)CC2)cc1	6	1	-1	23	-1.6	-1	6	-3.9	-12
Cc1cc(C)c(S(=O)(=O)N2CCN(CCN3C(=O)c4cccc5cccc(c45)C3=O)CC2)cc1[N+](=O)[O-]	-7	-7	·	30	-1.3	·	1	-3.3	-11
CCOC(=O)CSc1nc2ccccc2c(=O)n1CC1CCCC1	6	-9	6	-104	-3.1	-1	-26	-3.6	0
CC(C)NS(=O)(=O)c1ccc(OCC(=O)NCc2ccc3c(c2)OCO3)c(Cl)c1	-34	8	3	15	-1.3	4	-15	-2.5	-10
O=C(NN=C1CCCC1)c1ccc(O)cc1	39	-14	1	0	-1.5	-4	8	-2.5	-2
O=C(O)CSc1nc2ccccc2[nH]1	0	27*	1	10	0.1	2	-7	-1.3	-6
Cc1cc(NC(=O)CS(=O)(=O)c2ccc(Cl)cc2)no1	41	-11	-3	3	-4.8	1	1	-3.4	2
COc1cccc(-n2c(=S)sc3c(=O)n(-c4ccccc4OC)c(=S)[nH]c32)c1	-8	-9	-5	-11	-3.5	0	1	-4.2	5
C=CCNS(=O)(=O)c1cc(S(=O)(=O)NCC=C)c(OC)cc1OC	16	7	-1	8	0.5	1	-5	-1.8	-2
O=C(N=NC(=O)c1ccc2c(O)n(C3CCCCC3)c(O)c2c1)c1cccnc1	31	3	3	27	-3.3	7	-12	0.2	3
CC(=O)Nc1ccc(C(=O)OCC(=O)Nc2ccc(N3CCOCC3)cc2)cc1	28	-4	6	7	-3.7	6	-5	-4.5	4
O=C(O)CCN1C(=O)C2C3c4ccccc4C(c4ccccc43)C2C1=O (stereo not drawn)	-11	3	5	·	-2.7	-7	6	0.7	-2
O=C(O)c1cc(NS(=O)(=O)c2ccc(N3CCCCC3)c([N+](=O)[O-])c2)cc(C(=O)O)c1	-1	10	8	15	-1.6	-1	-1	-2.4	-2
CCCc1[nH]n(-c2nc3ccccc3s2)c(=O)c1C=NCCCOC	20	-7	-1	-18	-1.4	0	0	-2.6	5
COc1cc(NC(=O)c2ccc3c(SCC(=O)O)c4c(nc3c2)CCC4)cc(OC)c1OC	22	-4	6	-3	2.5	1	-3	0.5	16
COc1ccc(N2CCN(C(=O)c3cn(C)c(=O)c4c3c3ccccc3n4C)CC2)cc1	11	-2	4	-2	-0.6	0	21	-0.3	-1
COc1ccc(NC(=S)Nc2ccc3nccnc3c2)cc1	-10	4	-1	13	-1.7	-2	8	-2.9	16
COc1ccc(C(=O)COc2nc(C)cc(C)c2C#N)cc1	-1	-1	3	-1	-1.0	-4	-1	-2.8	-2
NC(=O)C1CCN(CC(=O)Nc2cccc(C(=O)Nc3cccc(C(F)(F)F)c3)c2)CC1	-9	-5	5	37	-2.8	8	-9	-2.7	0
COc1ccc(CC(=O)Nc2cccc3ccccc23)cc1OC	19	-5	5	3	-2.3	4	-11	-0.4	0
O=S(=O)(/C=C/c1ccccc1)n1cnc2ccccc21	10	-6	1	5	-3.1	-1	6	-0.2	-12
COc1ccc(N2CCN(c3ncnc4scc(-c5ccc(C)cc5)c34)CC2)cc1	10	-12	8	13	-1.3	-2	-10	-0.8	5
O=C1N(CCCCN2C(=O)C3(OCCO3)c3ccccc32)c2ccccc2C12OCCO2	-20	-15	-2	-14	-3.0	3	1	-2.8	-1
CC1(C)Cc2ccccc2C(=NCC(=O)O)N1	-1	-9	-2	7	0.2	3	14	-3.6	-7
COc1ccccc1-c1nc(C#N)c(N2CCN(Cc3ccccc3)CC2)o1	-29	-10	0	9	-1.7	3	-15	-2.9	0
Cc1ccc(S(=O)(=O)NNC(=O)c2ccccc2-n2cccc2)cc1	24	-8	6	11	-2.3	-3	11	-1.0	-4
COc1ccccc1NC(=O)CSc1nnc(-c2ccc(NC(C)=O)cc2)n1C	106*	-14	3	-15	-3.4	-6	9	-3.5	-10
COc1ccc(N2CCN(C(=O)CCS(=O)(=O)c3ccc4c(c3)NC(=O)CO4)CC2)cc1	-5	-10	2	8	-4.3	0	-15	-3.3	6
CCOc1cc(C2CC(=O)NC3=C2C(=O)C(C(=O)OC)C(C)C3)cc(Cl)c1O (stereo not drawn)	-15	-10	2	11	-1.2	7	-15	-1.3	7
CC(=O)Nc1ccc(OCC(O)Cn2cnc3ccccc32)cc1 (stereo not drawn)	-4	-9	-2	3	-1.9	3	-2	-2.2	3
Cc1cc(NC(=O)CSc2nc3ccccc3n2CC(=O)N2CCCCC2)no1	-24	-7	4	·	-2.7	0	5	-1.0	0
CCc1ccc(C2=NN(CCC(=O)NCc3cccs3)C(=O)CC2)cc1	-23	-1	5	1	-1.0	0	3	-4.2	-1
CCOC(=O)c1cc(C#N)c(N2CCN(C(=O)c3cccc(C(F)(F)F)c3)CC2)nc1C(F)(F)F	36	-10	1	6	-1.0	-3	-12	-3.1	1
COc1ccc(CCN(C)CC(=O)Nc2c(C)cc(C)cc2C)cc1OC	19	-19	5	9	-1.4	4	-5	-4.0	-2
CCOc1ccccc1/C=C(/NC(=O)c1ccccc1)C(=O)N1CCCCC1	29	19	1	11	2.6	-2	-62	3.8	-4
Cc1nc(N2CCN(c3ccccn3)CC2)c2c(C)c(C(=O)Nc3ccc(F)c(Cl)c3)sc2n1	12	-4	4	26	-4.8	5	-11	-1.0	-3
COc1ccccc1NC(=O)C(=O)N/N=C(\C)CC(=O)Nc1ccc(OCc2ccccc2)cc1	-5	-1	1	18	-4.7	-1	-4	-1.6	-6
Cc1ccc2nnnc(-c3ccccc3)c2c1	-13	-7	4	26	-0.4	-2	3	-2.1	3
CCn1cc(C(=O)NCc2ccc(Cl)cc2)c(=O)c2cc(S(=O)(=O)N3CCOCC3)ccc21	6	2	-5	26	0.8	-3	4	-2.1	-2
CC(C)N(CCCNC(=O)CC1Oc2ccccc2NC1=O)Cc1ccccc1 (stereo not drawn)	7	-1	7	1	-3.0	0	1	-1.9	1

In another format: results already given
Values run as follows: PHOSPHO1 inh | GPR7 antag | IDE cell activ | NALP1 yeast inh | VIM-2 inh | IDE cell inh | p-CIP stab down | IMP-1 inhibitor | PfM18AAP inh
O=S(=O)(/C=C/c1ccccc1)n1cnc2ccccc21
→ 10 | -6 | 1 | 5 | -3.1 | -1 | 6 | -0.2 | -12
COc1ccc(N2CCN(c3ncnc4scc(-c5ccc(C)cc5)c34)CC2)cc1
→ 10 | -12 | 8 | 13 | -1.3 | -2 | -10 | -0.8 | 5
O=C1N(CCCCN2C(=O)C3(OCCO3)c3ccccc32)c2ccccc2C12OCCO2
→ -20 | -15 | -2 | -14 | -3.0 | 3 | 1 | -2.8 | -1
CC1(C)Cc2ccccc2C(=NCC(=O)O)N1
→ -1 | -9 | -2 | 7 | 0.2 | 3 | 14 | -3.6 | -7
COc1ccccc1-c1nc(C#N)c(N2CCN(Cc3ccccc3)CC2)o1
→ -29 | -10 | 0 | 9 | -1.7 | 3 | -15 | -2.9 | 0
Cc1ccc(S(=O)(=O)NNC(=O)c2ccccc2-n2cccc2)cc1
→ 24 | -8 | 6 | 11 | -2.3 | -3 | 11 | -1.0 | -4
COc1ccccc1NC(=O)CSc1nnc(-c2ccc(NC(C)=O)cc2)n1C
→ 106* | -14 | 3 | -15 | -3.4 | -6 | 9 | -3.5 | -10
COc1ccc(N2CCN(C(=O)CCS(=O)(=O)c3ccc4c(c3)NC(=O)CO4)CC2)cc1
→ -5 | -10 | 2 | 8 | -4.3 | 0 | -15 | -3.3 | 6
CCOc1cc(C2CC(=O)NC3=C2C(=O)C(C(=O)OC)C(C)C3)cc(Cl)c1O (stereo not drawn)
→ -15 | -10 | 2 | 11 | -1.2 | 7 | -15 | -1.3 | 7
CC(=O)Nc1ccc(OCC(O)Cn2cnc3ccccc32)cc1 (stereo not drawn)
→ -4 | -9 | -2 | 3 | -1.9 | 3 | -2 | -2.2 | 3
Cc1cc(NC(=O)CSc2nc3ccccc3n2CC(=O)N2CCCCC2)no1
→ -24 | -7 | 4 | · | -2.7 | 0 | 5 | -1.0 | 0

Further entries
SMILES	PHOSPHO1 inh	GPR7 antag	IDE cell activ	NALP1 yeast inh	VIM-2 inh	IDE cell inh	p-CIP stab down	IMP-1 inhibitor	PfM18AAP inh
Cc1cccc(N2CC(C(=O)OCC(=O)c3ccc(OC(=O)c4cccs4)cc3)CC2=O)c1C (stereo not drawn)	-2	30*	-1	·	-0.4	4	-17	1.4	-12
O=S(=O)(/C=C/c1ccccc1)N1CCN(Cc2ccc3c(c2)OCO3)CC1	-4	0	-1	16	-0.8	-2	3	-2.4	-7
CCC(C)C(=O)Nc1nc2c(s1)C(=O)CC(C)(C)C2 (stereo not drawn)	2	4	0	15	-1.1	4	-6	-2.3	4
O=C(Nc1ccc(Cl)cc1)c1ccc2nsnc2c1	2	9	-1	-2	0.1	0	11	-0.4	-5
CCCc1cc(=O)oc2cc(OCC(=O)N3CCC(C(N)=O)CC3)ccc12	34	23*	-5	15	1.2	7	6	1.5	5
C=CCn1c(-c2cnn(-c3ccccc3)c2N)n[nH]c1=S	-132	-14	12	·	-1.6	-5	-5	-3.3	21
COCCn1cnc2c(c1=O)c1nc3ccccc3nc1n2/N=C/c1ccco1	8	-6	4	-3	1.9	2	-11	-0.1	4
COc1cc(C(=O)NCCCNc2nc3c(C)cc(C)cc3cc2C#N)cc(OC)c1OC	19	15	2	1	2.0	4	4	-0.8	14
COc1ccc(NS(=O)(=O)c2cc(NC(=O)C3CCCO3)ccc2N2CCCCC2)cc1 (stereo not drawn)	-24	4	-3	17	-3.0	1	-2	-0.1	6
O=C1c2ccccc2C(=O)N1CC(O)COc1ccc(Cl)cc1 (stereo not drawn)	·	2	-1	-3	-3.5	-3	-5	-2.6	0
COc1ccc(-n2nnnc2-c2cnc(N3CCCC3)nc2C(F)(F)F)cc1	15	-10	-1	-14	-1.0	-5	-6	-1.4	-10
O=C(CCNc1cccc(C(F)(F)F)c1)c1ccco1	-11	1	-2	8	1.1	-3	-13	-0.7	-4
Cc1cc(Cl)n2c(nc3cc(F)c(F)cc32)c1C#N	-13	6	-3	2	4.3	·	-12	-1.2	-88
CC(C)(C)CN1CCNC(=O)C1CC(=O)N1CCC(C(=O)N2CCOCC2)CC1 (stereo not drawn)	-11	-12	-2	10	-1.6	-2	-4	-3.0	9
COc1ccc(OC(C)C(=O)N2CC(C)OC(C)C2)cc1 (stereo not drawn)	-32	-10	6	9	-1.9	-6	-6	-5.5	3
CCOc1cc(C(=O)Nc2nnc(C)s2)cc(OCC)c1OCC	-9	-16	3	24	-3.8	2	-5	-3.8	4

Random draw from the library; 5.3% or so of the library scored in one or more.
